# sdo1 growth – sdo1-depleted yeast growth rescue; S. cerevisiae sdo1-depleted JHY4D growth rescue, OD600 30 h; hits give high values; pdr5 snq2 efflux-pump mutant strain; z-score at 10 µM; 140,000 compounds, 0.21% hits; AID 817;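 active = z-score above 3 at both the 24 hr and the 30 hr optical density reads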;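 note: z-score against mean and SD of all compound wells on the same plate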
# Insulin prom inh – TRM-6 insulin promoter activity inhibition | TRM-6 cells (human fetal islet line), insulin promoter-eGFP reporter, imaging; reporter expression induced with tamoxifen | inhibition, % at 2 µM | 130,000 compounds, 0.9% hits;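 active = inhibition above the mean plus 3 SD, with well images judged a real hit on visual review, cut at about 60% in these data, passing the limit was not always enough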
# sdo1 growth Rescue 24 h – also measured in sdo1 growth; calls as there; z-score; S. cerevisiae sdo1-depleted JHY4D growth rescue, OD600; measured here: growth rescue at 24 h;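 0 is the plate mean of compound wells and units are plate SD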
# * = called active by the depositor; . = not tested or not shown. This is a subset. The share of hits here may be higher or lower than overall.
# Each structure is followed by: sdo1 growth, sdo1 growth Rescue 24 h, Insulin prom inh
> C/C=C(/C)C(=O)O[C@@H]1c2c(ccc3ccc(=O)oc23)OC(C)(C)[C@@H]1OC(=O)/C(C)=C\C
 : -0.51, -0.29, -23.8
> CN(C)CCOC(C)(c1ccccc1)c1ccccn1 (stereo not given)
 : 0.04, -0.67, 54.5
> OCCN1CCN(CCCN2c3ccccc3Sc3ccc(Cl)cc32)CC1
 : -0.98, 2.67, 23.8
> CCN(CC)CCNC(=O)c1cc(Cl)c(N)cc1OC
 : 0.31, -0.2, -27.3
> O=C(CCN1CCC(c2ccccc2)C1)c1ccc2c(c1)OCCO2 (stereo not given)
 : -1.19, -1.22, .
> CCOc1ccc(NC(=O)Cn2cc(C(=O)c3ccco3)c3ccccc32)cc1
 : -0.21, -0.28, -342.9
> Cc1nc2ccccn2c(=O)c1CCN1CCC(C(=O)c2ccc(F)cc2)CC1
 : -0.45, -1.31, 4.3
> O=S(=O)(c1cccc2cnccc12)N1CCCNCC1
 : 0.51, -0.49, -204.8
> C[C@]12CCC(=O)C=C1CC[C@@H]1[C@@H]2CC[C@@]2(C)[C@H]1CC[C@]2(O)C(=O)CO
 : -0.95, -0.22, -19.1
> Oc1ccc(/C=C/c2cc(O)cc(O)c2)cc1
 : -0.16, -0.32, -63.6
> CCN(CC)CCOC(=O)C1(c2ccccc2)CCCC1
 : 0.39, -0.81, -9.7

# Random excerpt: two records from the list.
# Each structure is followed by: sdo1 growth, sdo1 growth Rescue 24 h, Insulin prom inh
> CN(C)CCOC(C)(c1ccccc1)c1ccccn1 (stereo not given)
 : 0.04, -0.67, 54.5
> Oc1ccc(/C=C/c2cc(O)cc(O)c2)cc1
 : -0.16, -0.32, -63.6

# 3 entries already listed, ordered by formula weight, low to high:
# Each structure is followed by: sdo1 growth, sdo1 growth Rescue 24 h, Insulin prom inh
> C[C@]12CCC(=O)C=C1CC[C@@H]1[C@@H]2CC[C@@]2(C)[C@H]1CC[C@]2(O)C(=O)CO
 : -0.95, -0.22, -19.1
> Cc1nc2ccccn2c(=O)c1CCN1CCC(C(=O)c2ccc(F)cc2)CC1
 : -0.45, -1.31, 4.3
> OCCN1CCN(CCCN2c3ccccc3Sc3ccc(Cl)cc32)CC1
 : -0.98, 2.67, 23.8
